Assay outcomes from PubChem BioAssay.
CSN inh: blocks human CSN-mediated cullin deneddylation; actives 0.38% (n = 360,000); Purified CSN, SCF-Nedd8-OG deneddylation, fluorescence polarization; inhibition, % at 12.5 µM; Q92905;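 active means pattern-corrected inhibition above about 35%, with an unprinted fluorescence ratio check between 0.5 and 1.5, limit read from the data, passing the limit was not always enough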;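 further: 0% = enzyme with substrate and 100% = substrate without enzyme; some results filed as inactive read as strong as hits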
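assay system = purified human Csn5 enzyme expressed in HEK293T cells | amount = 0.24 nM enzyme | buffer or medium = Tris/NaCl/DTT buffer, pH 7.5 | reagent = 10 nM SCFSkp2-Nedd8OG | compound = one concentration, 12.5 µM, 0.25% DMSO | times = 90 min reaction at room temperature | signal = FP | read-out basis = % inhibition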
Rpn11 block: blocks the human proteasome subunit Rpn11; human 26S proteasome, Ub4-pepOG fluorescence polarization; 20S core pre-blocked with epoxomicin; actives 0.59% (n = 360,000); O00487; calls only at 20 µM;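 active means inhibition at 20 µM, scaled to each plate's controls, above about 33%, limit read from the data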
SUMO1 PPI mod: alters human SUMO1 binding to SIM partners; P63165; SUMO1 binding to a labelled peptide, TR-FRET, 1 h; inhibition, % at 20 µM; actives 0.33% (n = 360,000); in the data active means inhibition above about 37%
Target sequence (P63165 whole entry, looked up): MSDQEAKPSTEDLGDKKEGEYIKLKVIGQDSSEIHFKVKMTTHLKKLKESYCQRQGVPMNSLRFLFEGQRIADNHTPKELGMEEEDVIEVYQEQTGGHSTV
NadD block: inhibitors of Staphylococcus aureus NadD. purified NadD enzyme, colorimetric absorbance read-out. inhibition, % at 20 µM. actives 0.78% (n = 360,000); in the data active means inhibition above about 26%; further: some compounds past the cut are filed as inactive
Rin1-Abl PPI inh: inhibitors of human Rin1-Abl protein interaction; P00519+Q13671; actives 0.4% (n = 360,000); inhibition, % at 7.35 µM; TR-FRET Rin1/Abl binding, biochemical; in the data active means inhibition above about 5%, passing the limit was not always enough
Neddylation inh: cullin neddylation inhibition. AID 651699. calls only at 25 µM. actives 0.58% (n = 360,000). P61081+Q13564. TR-FRET cullin neddylation, biochemical; in the data active means inhibition above about 36%
Target sequence (P61081 whole entry, looked up): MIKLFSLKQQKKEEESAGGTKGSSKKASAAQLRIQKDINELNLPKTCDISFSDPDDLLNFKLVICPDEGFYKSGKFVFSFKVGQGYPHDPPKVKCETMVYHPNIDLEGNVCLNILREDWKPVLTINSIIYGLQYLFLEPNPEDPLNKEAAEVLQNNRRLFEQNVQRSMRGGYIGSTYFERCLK
Target sequence (Q13564 whole entry, looked up): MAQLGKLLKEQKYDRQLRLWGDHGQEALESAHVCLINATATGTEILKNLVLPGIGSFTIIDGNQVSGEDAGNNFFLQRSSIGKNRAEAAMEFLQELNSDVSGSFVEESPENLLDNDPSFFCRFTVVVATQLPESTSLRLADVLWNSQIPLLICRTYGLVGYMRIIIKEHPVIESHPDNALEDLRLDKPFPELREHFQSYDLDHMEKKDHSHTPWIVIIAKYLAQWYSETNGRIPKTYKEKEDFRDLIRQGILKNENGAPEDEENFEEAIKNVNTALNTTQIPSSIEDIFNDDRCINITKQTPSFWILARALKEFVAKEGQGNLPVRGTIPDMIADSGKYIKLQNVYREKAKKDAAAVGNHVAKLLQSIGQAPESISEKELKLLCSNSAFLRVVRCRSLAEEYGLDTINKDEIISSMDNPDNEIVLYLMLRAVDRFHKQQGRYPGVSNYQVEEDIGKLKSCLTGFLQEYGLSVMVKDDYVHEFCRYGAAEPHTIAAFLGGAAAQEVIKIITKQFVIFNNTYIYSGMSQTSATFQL
Scp1 inh: blocks human Scp-1 phosphatase activity; Q9GZU7; Recombinant Scp1, phosphopeptide, malachite green phosphate absorbance; inhibition, % at 20 µM; actives 0.88% (n = 340,000); AID 493091;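 active means inhibition above about 50% at 20 µM, limit read from the data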;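 further: plate controls were DMSO wells with enzyme for no effect and wells lacking enzyme for full effect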
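Incubation: 45 min enzyme reaction at room temperature / System: truncated SCP-1 phosphatase (76-261aa) / Reagent: Phospho 17-mer peptide substrate / Buffer or medium: Acidic Tris acetate buffer with magnesium and detergent / Signal: absorbance at 630 nm / Doses: one concentration, 20 µM, with 1.0% DMSO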
STEP block: inhibitors of human striatal-enriched phosphatase STEP. recombinant STEP, OMFP fluorogenic substrate, fluorescence. actives 0.25% (n = 360,000). inhibition, % at 20 µM. P54829. AID 588621;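 active means inhibition at 20 µM, scaled per plate between control wells, above about 37%, limit read from the data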;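 further: 0% = DMSO with enzyme and substrate and 100% = substrate only without enzyme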
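Assay system: isolated STEP enzyme. Buffer or medium: pH 6.0 Bis-Tris with DTT and Tween 20. Also added: fluorogenic phosphatase substrate OMFP at 25 µM final. Dosing: 20 µM, 1% DMSO. Timing: 20 min reaction, room temperature, in the dark. Measured by: fluorescence intensity, excitation 480 nm, emission 540 nm. Evaluation: normalized % inhibition.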
DNMT1 inh: inhibitors of human DNMT1. P26358. DNMT1 molecular beacon, Hinp1I cleavage, fluorescence. inhibition (reported as % activation of signal), % at 10 µM. actives 0.83% (n = 360,000). AID 588458; in the data active means inhibition above about 50%
LMPTP inh: LMPTP (human) inhibition. recombinant LMPTP-A, OMFP fluorogenic substrate, fluorescence intensity. AID 651560. P24666. actives 0.22% (n = 360,000). inhibition, % at 20 µM;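 active means compounds that cut the enzyme signal by at least half of the control window in the single-dose screen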;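 further: plate controls were DMSO wells with enzyme plus substrate for no effect and substrate without enzyme for full effect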
Target sequence (P24666 whole entry, looked up): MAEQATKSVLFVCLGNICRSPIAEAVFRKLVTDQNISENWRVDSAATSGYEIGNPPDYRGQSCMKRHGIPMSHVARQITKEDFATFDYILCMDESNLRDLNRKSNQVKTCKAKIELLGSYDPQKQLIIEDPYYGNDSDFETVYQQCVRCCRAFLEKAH
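Test system: LMPTP-A phosphatase enzyme. Amount: LMPTP-A at 0.625 nM final in the reaction. Reagent: OMFP substrate, 400 µM final. Times: 50 min at room temperature. Signal: endpoint fluorescence intensity from OMFP dephosphorylation. Read-out basis: % inhibition. Benchmarks: no-enzyme and uninhibited controls.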
Active calls of the source: *; i = inactive; x = not tested or not shown.

(1) Cc1nc2ncnn2c(C)c1CCC(=O)NCc1ccccc1
(2) CCCOc1ccc(C2NC(=O)NC(c3ccccc3)=C2C(C)=O)cc1OCC (stereo not drawn)
(3) COc1ccc(Nc2ncnc3ccc(C)cc23)cc1
(4) CCC(CC)NCc1ccc2c(c1)c1ccccc1n2CC
(5) O=C(NCCC(=O)N1CCN(c2ccccn2)CC1)c1ccc(Br)cc1
(6) CSCCC(NC(=O)CCNC(=O)c1ccccc1Cl)c1nc2ccccc2[nH]1 (stereo not drawn)
Compound | 1 | 2 | 3 | 4 | 5 | 6
CSN inh | -6 | -2 | -1 | 2 | -1 | -1
Rpn11 block | i | i | i | i | i | i
SUMO1 PPI mod | 8 | 4 | 5 | 4 | 4 | -2
NadD block | 1 | -2 | -5 | -5 | 2 | 5
Rin1-Abl PPI inh | 4 | -1 | -1 | 3 | -4 | 4
Neddylation inh | i | i | i | i | i | i
Scp1 inh | -2 | 3 | -10 | -5 | -7 | -1
STEP block | -3 | -3 | -2 | 0 | 4 | -1
DNMT1 inh | 10 | 3 | -1 | 5 | 1 | -2
LMPTP inh | -4.6 | 1.9 | -1.0 | 0.2 | 1.2 | -0.3

(7) O=C(N/N=C/c1cccc(OC(=O)c2ccco2)c1)c1ccc(F)cc1
(8) COc1ccc(/C=N/n2c(C)cc(C)c(C(N)=O)c2=O)cc1
(9) CCOC(=O)[C@@H]1[C@H]2COc3ccccc3[C@@H]2N2C(=O)N(c3ccc(OC)cc3)C(=O)[C@@]12C
(10) CCC(=O)NCc1cc(-c2nn(C)c(=O)c3ccccc23)ccc1C
(11) Cc1nn(-c2ncc(C(F)(F)F)cc2Cl)c(=O)n1-c1cccc(Cl)c1
(12) CCN1C(=O)C(CC(=O)Nc2ccccc2)N(Cc2ccccn2)C1=S (stereo not drawn)
Compound | 7 | 8 | 9 | 10 | 11 | 12
CSN inh | -2 | 5 | 6 | -3 | 0 | 3
Rpn11 block | i | i | i | i | i | i
SUMO1 PPI mod | 0 | -7 | -1 | 9 | 1 | -3
NadD block | -3 | 5 | 0 | -1 | -3 | -2
Rin1-Abl PPI inh | -4 | 0 | 5 | 3 | -3 | -4
Neddylation inh | i | i | i | i | i | i
Scp1 inh | -7 | -2 | -6 | -3 | -3 | -5
STEP block | -2 | -1 | -1 | -2 | 0 | -2
DNMT1 inh | -6 | 5 | 4 | 1 | 5 | 2
LMPTP inh | -0.9 | -2.3 | -0.9 | -1.6 | 0.2 | -0.3

(13) Cc1cc(OC(=O)N2CCOCC2)cc(C)c1Cl
(14) Cc1ccc[n+](CC(=O)Nc2cccc([N+](=O)[O-])c2)c1
(15) Cc1cccc2sc(N(CCCN(C)C)C(=O)c3ccc(C(=O)c4ccccc4)cc3)nc12
(16) CCOC(=O)C1CCN(C(=O)c2ccc(SC)cc2OC)CC1
(17) C[C@H](CO)N1C[C@H](C)[C@@H](CN(C)S(=O)(=O)c2ccc(F)cc2)Oc2ccc(NC(=O)C3CCCCC3)cc2C1=O
(18) CC(=O)c1ccc2noc(-c3cccc(F)c3)c2c1
Compound | 13 | 14 | 15 | 16 | 17 | 18
CSN inh | 1 | 5 | -2 | 4 | -1 | 3
Rpn11 block | i | i | i | i | i | i
SUMO1 PPI mod | 5 | -17 | -26 | 1 | -1 | -26
NadD block | -7 | 7 | 9 | 2 | 7 | 2
Rin1-Abl PPI inh | -2 | -1 | 3 | 0 | 4 | 2
Neddylation inh | i | i | i | i | i | i
Scp1 inh | -6 | -3 | -1 | -2 | -3 | -16
STEP block | -1 | 0 | 0 | -1 | -1 | 0
DNMT1 inh | 1 | -1 | 0 | -2 | -1 | -1
LMPTP inh | 0.3 | -1.2 | -0.1 | -0.6 | 1.6 | 0.7

(19) CC(=O)Nc1ccc2c(c1)C(=Nc1ccccc1)c1ccccc1-2
(20) N#Cc1cccc(NC(=O)COC(=O)CCc2ccc(S(=O)(=O)N3CCOCC3)cc2)c1
(21) COc1cc(CCNC2=CC(=O)c3ncccc3C2=O)ccc1O
(22) O=C1C(=NO)CC(c2ccccc2)N1c1ccccc1 (stereo not drawn)
(23) Nc1cccnc1Oc1ccc(F)cc1F
(24) COc1ccc(NS(=O)(=O)c2cccc(NC(=O)C3=NN(c4ccccc4)C(=O)CC3)c2)cc1
Compound | 19 | 20 | 21 | 22 | 23 | 24
CSN inh | 3 | 2 | 3 | 0 | -1 | 2
Rpn11 block | i | i | i | i | i | i
SUMO1 PPI mod | -25 | -2 | -14 | 0 | 0 | 6
NadD block | -9 | -14 | 4 | -1 | -1 | 4
Rin1-Abl PPI inh | -11 | -1 | -7 | 0 | 0 | 1
Neddylation inh | i | i | i | i | i | i
Scp1 inh | -10 | -8 | -5 | -5 | -4 | -7
STEP block | 0 | 1 | 3 | -2 | 4 | -1
DNMT1 inh | -1 | 3 | -2 | 4 | 1 | -7
LMPTP inh | 1.4 | -0.6 | 4.1 | -0.4 | -2.1 | 1.3

(25) COc1ccc(CCNC(=O)Cn2nnc(-c3cccs3)n2)cc1OC
(26) CCOc1ccc(OCC)c(S(=O)(=O)NNC(=O)c2c(C)nc3ccccn23)c1
(27) CC(C)(C)N(Cc1ccccc1)C(=O)c1ccc2c(c1)OCCO2
(28) CN(Cc1cc2cc(F)ccc2[nH]1)Cc1nc(-c2cnccn2)no1
(29) CCCN(C(=O)c1c(-c2ccccc2)noc1C)c1c(N)n(Cc2ccccc2)c(=O)[nH]c1=O
(30) Cc1ccc2c(CC(=O)N3CCN(S(=O)(=O)c4cccs4)CC3)coc2c1
Compound | 25 | 26 | 27 | 28 | 29 | 30
CSN inh | -3 | 1 | 5 | -3 | -2 | 8
Rpn11 block | i | i | i | i | i | i
SUMO1 PPI mod | 13 | 4 | -1 | 25 | -1 | 2
NadD block | -4 | 2 | 5 | -8 | -3 | -4
Rin1-Abl PPI inh | 4 | 3 | 1 | 1 | 6 | 1
Neddylation inh | i | i | i | i | i | i
Scp1 inh | -7 | -3 | -3 | -4 | 6 | -10
STEP block | -4 | -3 | 3 | 2 | -1 | 1
DNMT1 inh | -1 | -3 | -2 | 1 | 10 | 7
LMPTP inh | -1.1 | -2.0 | -0.9 | -0.7 | 1.6 | 0.1

(31) O=C(CNC(=O)c1ccc2ccccc2c1)Nc1ncccc1O
(32) CCOc1ccc(S(=O)(=O)N(CC)CC(=O)NCc2ccncc2)cc1
(33) CS(=O)(=O)N1CC(C(=O)NC2CCCC2)Oc2ccc(Cl)cc21 (stereo not drawn)
(34) COc1cccc(CN2CCN(c3nc4nonc4nc3N3CCCCC3)CC2=O)c1
(35) CSc1ccccc1OCc1cc(C(=O)N(C)CC2COCCO2)no1 (stereo not drawn)
(36) CCCS(=O)(=O)Nc1ccc(Nc2c3ccccc3nc3ccccc23)c(OC)c1
Compound | 31 | 32 | 33 | 34 | 35 | 36
CSN inh | -6 | 2 | -1 | -1 | 2 | -3
Rpn11 block | i | i | i | i | i | i
SUMO1 PPI mod | 1 | 0 | -4 | -21 | 4 | -26
NadD block | 6 | -9 | -2 | 0 | -7 | 0
Rin1-Abl PPI inh | -4 | 1 | -3 | -1 | 1 | -11
Neddylation inh | i | i | i | i | i | i
Scp1 inh | 5 | 1 | -1 | -6 | -10 | 2
STEP block | 4 | -2 | -2 | 2 | 3 | 7
DNMT1 inh | -6 | -3 | 2 | -1 | 0 | 12
LMPTP inh | 0.0 | -1.7 | 0.0 | -1.6 | 0.7 | 34

(37) Cc1ccc(-c2nnc(-c3ccc4c(c3)OCO4)o2)cc1
(38) CSc1ccc(CN2C(=O)NC3(CCCCCC3)C2=O)cc1
(39) CCCCCCn1c(=O)n2n(c1=O)[C@@H]1CN(S(=O)(=O)c3ccc(C)cc3)C[C@]1(O)[C@@H](OC(=O)Nc1cccs1)C2
(40) CC1CCN(C(=O)c2ccc3c(c2)NC(=O)/C(=C/c2ccccc2)S3)CC1
(41) Cc1ccc(S(=O)(=O)N2CCN(C(=O)c3ccc(N4CCCC4)c([N+](=O)[O-])c3)CC2)cc1
(42) C=CCN(C(=O)CSc1nc2[nH]ncc2c(=O)n1-c1ccccc1OC)c1ccccc1
(43) COc1ccc(NC(=O)Nc2ccccc2SC)c(OC)c1
(44) Cn1c(SCC(=O)NCCc2ccccc2)ncc(C(=O)Nc2ccccc2)c1=O
(45) COc1ccccc1C1CCN(c2ccc(CO)cc2[N+](=O)[O-])CC1
Compound | 37 | 38 | 39 | 40 | 41 | 42 | 43 | 44 | 45
CSN inh | 3 | 4 | -3 | -3 | 1 | 0 | -9 | 4 | 0
Rpn11 block | i | i | i | i | i | i | i | i | i
SUMO1 PPI mod | 68* | 2 | 11 | -19 | -32 | 1 | 8 | -24 | -12
NadD block | -6 | -3 | 10 | 3 | -4 | 1 | 1 | -4 | -1
Rin1-Abl PPI inh | 1 | 1 | -2 | 0 | 2 | 1 | -2 | 0 | -2
Neddylation inh | x | i | i | i | i | i | i | i | i
Scp1 inh | 8 | -2 | x | 3 | 2 | -1 | -4 | -5 | -3
STEP block | -3 | -1 | 4 | 3 | 4 | 22 | -1 | 3 | -1
DNMT1 inh | 8 | 1 | -9 | -4 | 1 | 0 | 0 | 2 | -2
LMPTP inh | 6.6 | -0.9 | 2.5 | 0.4 | 3.3 | -0.6 | 1.3 | -0.4 | -0.6

Gathered by group, those above containing an aryl thioether with sulfur outside any ring
(16) CCOC(=O)C1CCN(C(=O)c2ccc(SC)cc2OC)CC1
(35) CSc1ccccc1OCc1cc(C(=O)N(C)CC2COCCO2)no1 (stereo not drawn)
(38) CSc1ccc(CN2C(=O)NC3(CCCCCC3)C2=O)cc1
(42) C=CCN(C(=O)CSc1nc2[nH]ncc2c(=O)n1-c1ccccc1OC)c1ccccc1
(43) COc1ccc(NC(=O)Nc2ccccc2SC)c(OC)c1
(44) Cn1c(SCC(=O)NCCc2ccccc2)ncc(C(=O)Nc2ccccc2)c1=O
Compound | 16 | 35 | 38 | 42 | 43 | 44
CSN inh | 4 | 2 | 4 | 0 | -9 | 4
Rpn11 block | i | i | i | i | i | i
SUMO1 PPI mod | 1 | 4 | 2 | 1 | 8 | -24
NadD block | 2 | -7 | -3 | 1 | 1 | -4
Rin1-Abl PPI inh | 0 | 1 | 1 | 1 | -2 | 0
Neddylation inh | i | i | i | i | i | i
Scp1 inh | -2 | -10 | -2 | -1 | -4 | -5
STEP block | -1 | 3 | -1 | 22 | -1 | 3
DNMT1 inh | -2 | 0 | 1 | 0 | 0 | 2
LMPTP inh | -0.6 | 0.7 | -0.9 | -0.6 | 1.3 | -0.4
